NPC1 promoter act = qHTS Assay for NPC1 Promoter Activators. Huh7 NPC1 promoter luciferase reporter, 24 h. Potency, µM (series often up to 9.22 µM), inactives show at the top dose activation, hits mostly activators. 2.4% of 320,000 active;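 further: potency means the concentration at half of the fitted maximal effect; % of control where 0% means no effect; nearly all actives have a fitted effect of over 60% in size; reporter is driven by a mutant NPC1 promoter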
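Huh7 reporter cells (NPC1 promoter driving luciferase) are dosed with compound for 24 h at 37 °C, 5% CO2; luciferase detection reagent is then added and luminescence measured after 10 min at ambient temperature.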
Mito fusion act = qHTS Assay for Small Molecule Inhibitors of Mitochondrial Division or Activators of Mitochondrial Fusion | Potency, µM (top dose mostly 46.1 µM), without a hit: at the top dose growth rescue (activation), actives largely listed as activators | 0.23% of 320,000 active | S. cerevisiae fusion-defective mutant growth rescue, CellTiterGlo 48 h;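 further: potency means the concentration at half of the fitted maximal effect; % of control where 0% means no effect; nearly all actives have a fitted effect of over 45% in size; temperature-sensitive fusion mutants such as fzo1-1 at 37 °C on non-fermentable ethanol glycerol medium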
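Growth-rescue viability read-out: after 48 h at the non-permissive 37C in glycerol/ethanol YPEG, yeast mitochondrial fusion mutants are measured by CellTiterGlo luminescence; compounds (23 nl pinned per well) restoring growth score as division inhibitors or fusion activators.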
PKM2 activator = qHTS Assay for Activators of Human Muscle isoform 2 Pyruvate Kinase | purified PKM2, Kinase-Glo ATP luminescence, activation; response scale: 0% is enzyme alone, no compound | Potency, µM (highest dose often 57.5 µM), for the others: at the top dose activation, usual class: activators | 0.34% of 260,000 active; further: potency means the concentration at half of the fitted maximal effect; on the % scale 0 is the no-effect control and ±100 the full control effect; nearly all actives have a fitted effect of over 55% in size
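Kinase-Glo luminescence reports ATP generated from ADP (0.1 mM) and PEP (0.5 mM) by purified hPK-M2 after 1 h at room temperature, pH 7.2 imidazole buffer; intermediate enzyme activity allows detecting inhibitors and activators.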
ELG1 DNA repair = qHTS screen for small molecules that inhibit ELG1-dependent DNA repair in human embryonic kidney (HEK293T) cells expressing luciferase-tagged ELG1; Potency, µM (doses to about 46.1 µM), for the others: at the highest dose activity change, negative = inhibition, usual class: inhibitors; 2.3% of 330,000 active; AID 504467, 2011; HEK293T ELG1-luciferase reporter, luminescence, 16 h; DNA damage induced by 5-fluorouridine; further: potency means the concentration at half of the fitted maximal effect; on the % scale 0 is the no-effect control and ±100 the full control effect; nearly all actives have a fitted effect of over 55% in size
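Step one: seed 2,000 cells per well. Step two: pin-transfer compound or DMSO alongside 5-fluorouridine. Step three: incubate 16 hr, 37 °C, 5% CO2. Step four: add ONE-Glo, wait 30 min, read luminescence.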
Menin MLL FP TR = qHTS Assay for Inhibitors Targeting the Menin-MLL Interaction in MLL Related Leukemias: Competition With Texas Red Labeled MLL-derived Mutant Peptide; O00255; Menin + Texas Red MLL mutant peptide, fluorescence polarization; Potency, µM (series often up to 61.6 µM), without a hit: top-dose FP activity change, negative = inhibition, usual class: inhibitors; 0.23% of 270,000 active; AID 1768, 2009; active means well fitted inhibition curve with a large enough effect in the polarisation, with a control signal flat, not every such curve was filed as active; inconclusive means small, poorly fitted or top-dose-only effect, or effect the other way, or a change in a side signal; inactive means no such curve, though single readings can be large or run the other way; the % refers to the polarisation; further: potency means the concentration at half of the fitted maximal effect; % of control where 0% means no effect; many of its hits are not listed in these tables
Target sequence (O00255 whole entry, looked up): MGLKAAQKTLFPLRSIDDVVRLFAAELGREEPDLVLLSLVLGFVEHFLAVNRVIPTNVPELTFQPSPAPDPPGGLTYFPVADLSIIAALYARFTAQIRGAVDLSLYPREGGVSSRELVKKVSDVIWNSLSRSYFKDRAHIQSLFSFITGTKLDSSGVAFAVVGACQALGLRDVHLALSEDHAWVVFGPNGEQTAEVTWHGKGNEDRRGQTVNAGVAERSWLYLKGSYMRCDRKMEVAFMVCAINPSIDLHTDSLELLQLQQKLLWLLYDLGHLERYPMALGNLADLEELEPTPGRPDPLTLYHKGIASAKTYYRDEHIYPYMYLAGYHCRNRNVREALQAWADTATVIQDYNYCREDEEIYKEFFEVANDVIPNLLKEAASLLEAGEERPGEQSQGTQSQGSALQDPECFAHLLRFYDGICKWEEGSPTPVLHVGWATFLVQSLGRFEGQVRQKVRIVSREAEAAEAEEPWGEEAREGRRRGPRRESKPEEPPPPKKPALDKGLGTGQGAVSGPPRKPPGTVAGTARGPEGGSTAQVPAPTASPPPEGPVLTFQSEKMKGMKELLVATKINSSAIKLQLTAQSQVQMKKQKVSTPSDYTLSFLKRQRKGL
Rab9 prom act = qHTS Assay for Rab9 Promoter Activators | Huh7 Rab9 promoter-luciferase reporter, luminescence, 24 h | Potency, µM (top dose mostly 9.22 µM), for inactives: at the top dose activation, negative = inhibition, most hits filed as activators | 2.8% of 320,000 active; further: potency means the concentration at half of the fitted maximal effect; % of control where 0% means no effect; nearly all actives have a fitted effect of over 60% in size
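Steps: seed 1500 Huh7 Rab9-luc cells per well, rest 2 h at 37 °C; add compound in DMSO; incubate 24 h; add luciferase reagent, 10 min ambient; read luminescence.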
RORg inh = qHTS for inhibitors of ROR gamma transcriptional activity; Drosophila S2 Gal4-RORgamma UAS-luciferase reporter, 20 h; Potency, µM (doses to about 53.6 µM), for inactives: at the top dose activity change, negative = inhibition, actives largely listed as inhibitors; 5.4% of 310,000 active; further: potency means the concentration at half of the fitted maximal effect; on the % scale 0 is the no-effect control and ±100 the full control effect; nearly all actives have a fitted effect of over 60% in size
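Luciferase reporter read in Schneider cells carrying Gal4-RORγ (mouse) and UAS-Photinus luciferase; cells given compound 1 h before 700 uM copper sulfate induction, then incubated 20 h at ambient temperature.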
FLuc counter = qHTS profiling assay for firefly luciferase inhibitor/activator using purifed enzyme and Km concentrations of substrates (counterscreen for miR-21 project). 6.9% of 360,000 active. AID 588342, 2011. Luciferin 4-monooxygenase (Photinus pyralis), P08659. purified FLuc, Km substrates, luminescence inhibition. Potency, µM (titrated, usually from 57.5 µM), for the others: top-dose activity change, negative = inhibition, usual class: inhibitors;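 further: potency means the concentration at half of the fitted maximal effect; plate controls were vehicle for no effect and reference inhibitor for full effect; nearly all actives have a fitted effect of over 55% in size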
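Purified P. pyralis luciferase (10nM final) with 10uM D-luciferin and 10uM ATP (Km levels) in 50mM Tris acetate pH 7.5, 10mM Mg acetate, 0.01% Tween-20, 0.05% BSA; qHTS 6-point titration, ~60 µM downward; luminescence read.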
MBNL1 CUG block = qHTS Assay for Inhibitors of MBNL1-poly(CUG) RNA binding; Potency, µM (doses to about 57.5 µM), for inactives: at the top dose activity change, negative = inhibition, actives largely listed as inhibitors; TR-FRET MBNL1-His/biotin-(CUG)12 binding, 665/545 ratio; Muscleblind-like protein 1 (Homo sapiens), Q9NR56; 0.036% of 280,000 active; active means well fitted inhibition curve with a large enough effect in the signal ratio, with a control signal flat, not every such curve was filed as active; inconclusive means small, poorly fitted or top-dose-only effect, or effect the other way, or a change in a side signal; inactive means no such curve, though single readings can be large or run the other way; the % refers to the signal ratio; further: potency means the concentration at half of the fitted maximal effect; on the % scale 0 is the no-effect control and ±100 the full control effect
Target sequence (Q9NR56 whole entry, looked up): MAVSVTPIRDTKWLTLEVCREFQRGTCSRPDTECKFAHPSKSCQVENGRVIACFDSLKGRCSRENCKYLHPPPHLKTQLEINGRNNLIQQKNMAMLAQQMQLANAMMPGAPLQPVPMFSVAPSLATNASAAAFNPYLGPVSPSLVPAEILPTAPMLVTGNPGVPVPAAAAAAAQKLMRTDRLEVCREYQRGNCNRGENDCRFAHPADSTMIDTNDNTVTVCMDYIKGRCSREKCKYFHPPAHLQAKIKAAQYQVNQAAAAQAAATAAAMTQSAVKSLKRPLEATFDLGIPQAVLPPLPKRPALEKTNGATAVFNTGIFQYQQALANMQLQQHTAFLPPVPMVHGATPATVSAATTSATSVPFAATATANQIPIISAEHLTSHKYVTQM
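His-tagged MBNL1 binding to biotinylated (CUG)12 RNA was measured by TR-FRET using terbium anti-His antibody (0.055 ng/ul final) and streptavidin-XL665 (5 nM final). Compounds were titrated 92 nM to 58 uM; 60 min at room temperature.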
KCNH2 3.1 block = qHTS for Inhibitors of KCHN2 3.1: Mutant qHTS; U2OS KCNH2 3.1, thallium flux FluxOr; stronger effect = lower value; activity change, % (tested at about 1.8 µM); 0.95% of 340,000 active; AID 720553, 2013;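 active means maximum activity change below -70%; inconclusive means maximum activity change from -70% to -50%; inactive means maximum activity change above -50%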;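 further: thallium influx rate constant from kinetic fluorescence after stimulation buffer; on the % scale 0 is the no-effect control and ±100 the full control effect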
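U2OS cells transduced with KCNH2 3.1 mutant virus (1.77 x 10^8 /mL, 4 h), plated overnight at 37 C, loaded 45 min with FluxOr dye plus Red40 quencher. Thallium flux rate constant from kinetic reads after stimulation buffer, normalised to controls.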
Gal4-VP16 FLuc = VP16 counterscreen qHTS for inhibitors of ROR gamma transcriptional activity; Drosophila S2 Gal4-VP16 UAS-luciferase, luminescence, 20 h; Potency, µM (top dose mostly 53.6 µM), without a hit: at the highest dose activity, negative = inhibition, usual class: inhibitors; 3.5% of 310,000 active; AID 2546, 2010;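 further: Gal4-VP16 expression switched on by copper sulfate through the metallothionein promoter; potency means the concentration at half of the fitted maximal effect; on the % scale 0 is the no-effect control and ±100 the full control effect; nearly all actives have a fitted effect of over 50% in size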
Numbers without * were called inactive; ? = inconclusive; · = no result given; & = joins results of further samples; [ ] = another dose, or the depositor's remark. Unless noted, the call rests on the fitted dose curve; in most records, active means well fitted curve in the direction sought with a large enough effect; inconclusive means small, poorly fitted or top-dose-only effect, or another doubt; inactive means no such curve, though single readings can be large; an effect the other way counts as inactive or inconclusive. The list is partial, so the mix of outcomes need not match the whole.

Compound	NPC1 promoter act	Mito fusion act	PKM2 activator	ELG1 DNA repair	Menin MLL FP TR	Rab9 prom act	RORg inh	FLuc counter	MBNL1 CUG block	KCNH2 3.1 block	Gal4-VP16 FLuc
COc1ccc(CNC(=O)CCCNS(=O)(=O)c2cccc3nonc23)cc1	8%	0%	10%	7%	9%	3%	10%	-1%	?	-4	2%
CN(CC(=O)Nc1ccc2c(c1)OCCO2)S(=O)(=O)c1ccc(F)cc1	28%	2%	6%	?	0%	?	-16%	?	-1%	5	?
CC(C)(C#CCN1CCCCC1)OCCOC(c1ccccc1)c1ccccc1	-1%	-2%	9%	-17%	-17%	-4%	-18%	-2%	-18%	7	?
CCOc1cc(C2CC(=O)N3CN(C4CCCCC4)CSC3=C2C#N)ccc1O (centres undefined)	-5%	6%	0%	-1%	30%[activator]	-2%	13%	-1%	9%	9	-1%
CC1(C)CC(NC(=O)c2c(N)no[n+]2[O-])CC(C)(C)N1	0%	27%	-13%	-9%	3%	3%	-2%	0%	5%	0	0%
Nc1nnnn1/N=C/C(Br)=C/c1ccccc1	-20%	-14%	0%	?	11%	-25%	3.2µM*	?	?	-19	?
O=C(N1CCN(c2ccccc2F)CC1)C1(S(=O)(=O)c2ccc(Cl)cc2)CC1	-3%	0%	3%	-1%	3%	0%	8%	1%	-1%	-5	6%
CCOC(=O)Cc1csc(NS(=O)(=O)c2ccc3c4c(cccc24)C(=O)N3CC)n1	2%	4%	?	?	1%	-1%	-33%	-3%	?	-7	3%
Cc1ccc2c(c1)c1c(n2C)C(=O)CCC1	-3%	-3%	-3%	10%	-2%	-2%	-5%	-17%	9%	-1	4%
O=C(NCCn1cccn1)c1ccc(OC2CCN(CCc3ccccc3)CC2)cc1	11%	-1%	-1%	14%	-15%	?	-8%	-2%	-17%	10	3%
CC1(C)Cc2c(sc(NC(=O)C(=O)N3CCOCC3)c2C(N)=O)CO1	-18%	5%	·	3%	·	4%	-13%	0%	2%	-3	-5%
COc1cnc(-c2ccccc2)nc1Oc1ccccc1C	-1%	0%	-1%	?	18%	9%	29%	7%	10%	-34	-16%
CS(=O)(=O)c1cnc(-c2ccccc2)nc1-c1ccc(Cl)c(Cl)c1	-2%	-1%	-8%	16%	-6%	-3%	-2%	-1%	-5%	6	-5%
c1ccc(C(c2ccccc2)c2nc(-c3cccnc3)no2)cc1	-7%	-6%	-28%	12%	-9%	0%	18%	0%	6%	-7	12%
CC(C)c1ccccc1NC(=O)CSc1n[nH]c(=O)n1C1CC1	-5%	1%	·	16%	·	-2%	·	0%	·	12	·
CC(C)(C)C#CCn1c(/C=[N+](\[O-])C2CCCCC2)nc2ccccc21	2%	0%	1%	-7%	-1%	0%	10µM*	0%	-7%	-12	-13%
O=C(Oc1ccc(/C=N/O)cc1)c1ccccc1	0%	1%	-4%	11%	14%	?	-25%	12µM*	-14%	2	-6%
O=C(NC1CCCCC1)C(c1cccnc1)N(C(=O)CCl)c1ccc(F)cc1 (centres undefined)	-37%[inhibitor]	-2%	0%	21µM*	-12%	-37%[inhibitor]	11µM*	3%	·	4	?
COCCNC(=S)NC12CC3CC(CC(C3)C1)C2	-3%	-3%	-2%	-2%	4%	-3%	3.5µM*	3%	0%	-26	4.5µM*
Cc1ccc(S(=O)(=O)C2(C(=O)Nc3ccc4c(c3)OCO4)CC2)cc1	-5%	4%	-2%	23%	-13%	-3%	1%	-2%	0%	7	0%
CCc1ccc(CN2C(=O)c3ccccc3C2C(=O)NC(C)CC)cc1 (centres undefined)	0%	-8%	·	?	-11%	-7%	29%	1%	-4%	1	4%
COc1ccc(OC)c(NC(=O)C2C3CCC(O3)C2C(=O)O)c1 (centres undefined)	-2%	-1%	8%	9%	1%	6%	8%	8%	-3%	·	0%
O=C(Nc1cccc(O)c1)c1cc2nc(-c3ccccc3)cc(-c3ccccc3)n2n1	0%	1%	-8%	-4%	-16%	-1%	20%[10 µM]	-1%	·	-38	?
COc1cccc(CNc2cccc(C(F)(F)F)c2)c1O	-3%	3%	1%	?	9%	5%	?	-12%	-2%	1	0%
CC(C)CN(C(=O)c1nn(C)c(=O)c2ccccc12)c1nc2ccccc2s1	2%	-2%	-4%	-5%	-9%	0%	25%	1%	1%	-21	-2%
CC1=CC(=O)C(C(C)=Nc2ccccc2Cl)C(=O)O1 (centres undefined)	1%	-1%	-2%	-4%	·	-3%	-4%	?	-8%	6	-3%
CCCCOc1ccc(C(=O)Nc2ccc(SC(F)F)cc2)cc1OC	0%	-8%	-3%	-3%	29%	-2%	1%	-18%	-2%	-18	0%
COc1ccc(Cc2nnc(NC(C)=O)s2)cc1	-2%	-2%	-6%	2%	-2%	-8%	2%	-3%	4%	5	24%
C=CCn1c(SCC(=O)Nc2c(C)nn(Cc3ccccc3)c2C)nnc1C(O)c1ccccc1 (centres undefined)	0%	-4%	15%	-3%	13%	-7%	36%	6%	-7%	-11	-5%
COc1ccc(Cl)cc1NC(=O)CCc1nc(-c2ccccc2F)no1	-3%	-5%	9%	?	?	-3%	14%	-17%&-19%	-6%	33	-9%
O=C(Nc1ccccc1-c1nc2ccccc2s1)c1ccco1	2%	11%	-3%	?	3%	13%	5%	-1%	5%	3	-4%
CC(C)N(Cc1nc(COc2ccccc2)no1)Cc1nccn1C	-1%	-9%	5%	-10%	-1%	-6%	?	7%	0%	-1	23%
CN(C)CCCNC(=S)N(Cc1cccs1)Cc1cc2cc3c(cc2[nH]c1=O)OCCO3	-5%	-2%	-2%	?	-17%	-12%	14%	?	15%	-13	7%
CCn1c(-c2ccco2)n[nH]c1=S	-1%	-8%	-1%	0%	-4%	0%	16µM*	5%	4%	10	?
O=C(Nc1nncs1)c1cc(S(=O)(=O)N2CCCCC2)ccc1Cl	-7%	12%	1%	-2%	-19%	3%	-8%	1%	-7%	-2	-2%
CCOC(=O)c1cc(C)n(S(=O)(=O)c2ccc(C)cc2)c1C	-1%	-9%	2%	4%	2%	-2%	-5%	-4%	-3%	-5	2%
COc1ccc(CNC(=O)CCc2ccc(S(=O)(=O)N3CCCCCC3)cc2)cc1OC	-2%	-1%	·	-20%	·	-3%	·	0%	·	4	·
N/C(=N\OC(=O)c1ccc(Cl)cc1)c1ccc(Cl)cc1	?	?	-22%	?	-5%	?	-32%	3µM*	-22%	-26	5%
COc1ccccc1CNS(=O)(=O)c1c(C)[nH]c(C)c1C(=O)N1CCCC1	-1%	-2%	·	2%	3%	0%	-5%	12%	-2%	23	-3%
Cc1cccnc1NC(=O)C1CCN(S(=O)(=O)c2cccs2)CC1	-4%	0%	0%	-19%	0%	4%	-3%	1%	-15%	6	2%
CCOC(=O)C(CSCC(=O)c1ccc(Cl)cc1)NC(=O)OC(C)(C)C (centres undefined)	-7%	3%	-1%	-6%	-18%	-5%	13%	-6%	-3%	-6	26%
CC(C(=O)c1ccc(-c2ccccc2)cc1)[n+]1cccc(NC(=O)c2ccccc2)c1 (centres undefined)	-3%	-1%	-11%	1%	·	1%	-27%	1%	2%	-3	-23%
O=C(CNC(=S)N(CCCN1CCOCC1)Cc1cccs1)NC1CCCCC1	-7%	2%	0%	-2%	-10%	-11%	-43%	-1%	-1%	-26	-6%
CCc1nc2ccccc2c2nc3ccccc3n12	1%	-3%	2%	-10%	?	15%	30%	-7%	1%	-6	-7%
O=[N+]([O-])c1ccc(OCCOc2ccccc2/C=N/n2cnnc2)cc1	1%	18%	4%	-9%	-4%	-2%[1.84 µM]	-16%	0%	1%	-25	-5%[10 µM]

Screening data: PubChem BioAssay, National Center for Advancing Translational Sciences (NCATS)
